# Assay outcomes (PubChem)
# XIAP displacement: XIAP antagonists, biochemical, IAP family, fluorescence polarization (AID 1018) | E3 ubiquitin-protein ligase XIAP (Homo sapiens) | XIAP BIR domain, fluorescence polarization peptide displacement; higher % means a stronger effect | one-dose displacement, % at 20 µM; IC50 in µM for titrated hits | 0.007% of 200,000 active; in the data active = displacement above about 50%; also: a part of the inactive calls stands beside numbers as strong as those of hits
# AID2073: inhibitors of Mint1-CaV2.2 protein interaction, biochemical, HTRF (AID 2073); Voltage-dependent N-type calcium channel subunit alpha-1B (Homo sapiens); HTRF protein-protein interaction, Mint1-CaV2.2; higher % means a stronger effect; inhibition, % at 20 µM, or IC50 in µM where a hit was titrated; 0.19% of 290,000 active; in the data active = inhibition mostly above about 51%, no sharp cut-off; inconclusive = no clear call, values can overlap the other calls; inactive = mostly below about 53%; also: some results filed as inactive read as strong as hits
# Dynein cargo inh: inhibitors of GR-EGFP nuclear translocation, primary screen, dynein cargo transport inhibitor project, imaging, high-content, 3617.4 mouse cells; test concentration mostly 20 µM; stimulated with dexamethasone, 1 µM; hits give low values; z-score, hits read low; 0.47% of 220,000 active;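 active = plate z-score of nuclear minus cytoplasmic receptor signal below a set negative limit, without overly bright fluorescence or cell loss, cut at about -3.5 in these data, passing the limit was not always enough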;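 also: z-score of nuclear minus cytoplasmic ring GR-EGFP intensity difference per well; some compounds called inactive have numbers as strong as hits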
#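 Buffer or medium: tet-free, stripped-serum medium; reagent: dexamethasone at 1.0 µM final, 30 min; incubation: 48 h induction, 1 h compound, 30 min dex at 37 °C; measured by: formaldehyde fixation, Hoechst nuclear stain, 10x automated fluorescence imaging; read-out: nuclear-to-cytoplasmic GR-EGFP distribution per well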
# PMI inhibition: human PMI inhibitors, high substrate, primary screen, biochemical, fluorescence intensity, high mannose 6-phosphate (AID 1220); recombinant PMI enzyme, coupled fluorescence intensity; higher % means a stronger effect; inhibition, % at 20 µM, or IC50 in µM where a hit was titrated; 0.66% of 190,000 active; Mannose-6-phosphate isomerase (Homo sapiens)
# LYP inhibition: inhibitors of LYP phosphatase, biochemical, fluorescence intensity, uHTS (AID 1779). Tyrosine-protein phosphatase non-receptor type 22 (Homo sapiens). recombinant LYP phosphatase, fluorescence intensity; higher % means a stronger effect. inhibition, % at 11.5 µM, or IC50 in µM where a hit was titrated. 0.054% of 290,000 active;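 also: plate controls were vehicle with enzyme for no effect and no enzyme for full effect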
# PMI inhibitors: inhibitors of human PMI, primary screen, biochemical, fluorescence intensity, coupled assay (AID 1209). 0.42% of 190,000 active. Mannose-6-phosphate isomerase (Homo sapiens). one-dose inhibition, % at 20 µM; IC50 in µM for titrated hits. purified PMI enzyme, coupled fluorescence intensity; higher % means a stronger effect;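 also: plate controls were DMSO vehicle for no effect and wells lacking substrate for full effect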
# SIAH1 antagonists: Siah-1 peptide-binding antagonists, primary screen, biochemical, fluorescence polarization, rhodamine-plectin, uHTS (AID 1817) | E3 ubiquitin-protein ligase SIAH1 (Homo sapiens) | Siah-1 / rhodamine-plectin peptide fluorescence polarization; higher % means a stronger effect | one-dose displacement, % at 20 µM; IC50 in µM for titrated hits | 0.02% of 290,000 active;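 active = displacement of at least 50% at 20 µM, with a fluorescence ratio check between 0.3 and a set limit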;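 also: plate controls were Siah plus tracer with DMSO for no effect and tracer alone without Siah for full effect; strong numbers were not always called active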
# P. falciparum M17LAP: P. falciparum M17LAP inhibitors, primary screen, biochemical, fluorogenic H-Leu-NHMec substrate, 1536-well (AID 1619). recombinant M17LAP, H-Leu-NHMec fluorogenic kinetic assay; higher % means a stronger effect. inhibition, % at 30 µM; hits with a dose series show IC50 in µM. 0.38% of 220,000 active;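 active = compound inhibiting the enzyme by more than half at any dose during confirmatory dose-response retesting; inconclusive = strong single-dose inhibitors picked by rank but not retested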;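 also: plate controls were full reaction with DMSO carrier for no effect and no enzyme background for full effect; strong numbers were not always called active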
# P. falciparum M1AAP: P. falciparum M1AAP inhibitors, biochemical, fluorogenic H-Leu-NHMec substrate, 1536-well (AID 1445) | recombinant M1AAP, H-Leu-NHMec fluorogenic kinetic assay; higher % means a stronger effect | Aminopeptidase N (Plasmodium falciparum (isolate 3D7)) | one-dose inhibition, % at 30 µM; IC50 in µM for titrated hits | 0.42% of 220,000 active;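 active = primary inhibition above the hit cutoff, then over 50% inhibition at one or more dose response concentrations, cut at about 23% in these data, passing the limit was not always enough; inconclusive = conflicting primary data, or primary hits not chosen for dose response; inactive = low primary inhibition, or under 50% at every dose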;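 also: plate controls were DMSO full reaction for no effect and no enzyme background for full effect; strong numbers were not always called active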
# Dynein cargo inh cytoplasmic EGFP: recorded beside Dynein cargo inh, whose call it bears; z-score; measured here: cytoplasmic GR-EGFP intensity; hits give high values
# Dynein cargo inh nuclear GR-EGFP: recorded beside Dynein cargo inh, whose call it bears; z-score; measured here: nuclear GR-EGFP intensity;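 lower value marks the stronger effect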
# Dynein cargo inh cell count: recorded beside Dynein cargo inh, whose call it bears; z-score; measured here: cell count per field
# Numbers without * were called inactive; i = inactive; ? = inconclusive; nt = not tested or not shown. Rule as the data show it, unless noted: active = inhibition above about 50%; inactive = the rest. This is a random part of the collection; about 2.1% have a hit in one of these screens.
SMILES,XIAP displacement,AID2073,Dynein cargo inh,Dynein cargo inh cytoplasmic EGFP,Dynein cargo inh nuclear GR-EGFP,Dynein cargo inh cell count,PMI inhibition,LYP inhibition,PMI inhibitors,SIAH1 antagonists,P. falciparum M17LAP,P. falciparum M1AAP
COc1ccc(NC(=S)N2CCN(c3ncccn3)CC2)c(OC)c1,nt,-48.2%,-0.362,-0.791,-0.467,0.117,nt,-4.2%,nt,-3.3%,4.3%,0.2%
COc1cccc(CN2CCSCC2)c1,-4.9%,-3.7%,1.28,-0.197,0.215,0.0422,3.1%,-6.1%,6.6%,5.8%,7.0%,1.1%
CCCn1c(N)c(CC)c(=O)[nH]c1=O,-6.4%,2.4%,1.33,-0.189,0.215,-0.534,-2.4%,-7.0%,-18.2%,7.6%,-4.7%,1.6%
O=C(C1CCCN1S(=O)(=O)c1ccc(Cl)cc1)N1CCOCC1 (stereo unspecified),0.1%,-0.3%,0.692,-0.246,0.197,-0.0464,7.9%,1.2%,6.3%,4.6%,2.8%,8.3%
O=C(CSc1nnc(CNc2ccc(F)cc2)n1-c1ccccc1)N1CCOCC1,2.1%,0.4%,0.533,-0.248,0.18,0.407,-7.1%,-5.7%,-10.9%,-3.2%,11.9%,0.9%
CCOC(=O)c1c(NC(=O)COC(=O)Cn2c(C)nc3ccccc32)sc2c1CCCC2,-4.7%,32.6%,-0.416,-0.212,-0.0293,0.0529,7.1%,9.9%,11.6%,4.2%,0.4%,-4.9%
O=C(Nc1nc2ccc(S(=O)(=O)N3CCCCC3)cc2s1)c1cccnc1,-6.6%,11.0%,-0.336,0.0242,0.147,0.483,-43.9%,-4.2%,-28.1%,-1.9%,8.9%,3.5%
CS(=O)(=O)N(Cc1ccccc1)c1ccc(C(=O)N2CCc3ccccc3C2)cc1,0.1%,-6.5%,-0.982,-0.111,-1.17,-0.286,12.5%,-8.3%,2.9%,3.6%,0.1%,6.2%
Cc1cccc(NC(=O)Cc2cccs2)n1,-18.6%,8.3%,-0.774,0.0469,-0.199,0.948,11.3%,0.2%,12.9%,-5.3%,12.2%,13.2%
CC(C)CC(NS(=O)(=O)c1ccc2[nH]c(=O)c(=O)[nH]c2c1)C(=O)O (stereo unspecified),-2.3%,-5.1%,0.165,-0.258,0.0691,0.175,0.2%,4.2%,-6.4%,-2.8%,6.8%,5.3%
O=C1NCCCN1Cc1ccc(F)cc1,-20.1%,-6.5%,-0.716,0.146,-0.45,0.0339,11.1%,-3.3%,12.0%,-2.8%,-7.2%,0.1%
CCOc1ccc(C(=O)c2cc3ccc(O)cc3oc2=O)cc1,-3.2%,14.6%,-0.729,0.0527,-0.345,0.537,5.2%,-2.4%,-0.3%,20.1%,-1.2%,11.8%
N=C(N)SCP(=O)(c1ccccc1)c1ccccc1,nt,-17.2%,-0.591,-0.149,0.547,0.0392,nt,-3.2%,nt,1.4%,2.2%,-0.5%
Cc1ccc(NC(=O)c2cnn(-c3ccccc3)c2NC(=O)c2ccco2)cc1,-1.5%,-5.5%,-0.247,-0.338,-0.0855,-0.147,4.6%,-4.1%,0.6%,3.8%,2.7%,4.2%
COc1ccccc1Nc1ncc(C(=O)Nc2ccc(OC)c(OC)c2)c2ccccc12,2.2%,4.9%,-0.719,-0.311,-0.664,0.77,10.3%,-3.8%,-0.5%,-1.4%,-9.6%,4.6%
O=C(O)C1CCN(C(=O)CSc2nc3ccccc3s2)CC1,-3.9%,-5.4%,1.08,-0.334,0.341,-0.277,3.5%,-3.5%,5.0%,4.4%,13.3%,-1.9%
Cc1nn(C(=O)c2cccnc2)c(C)c1Sc1ccccc1,-2.0%,2.9%,-0.645,-0.338,-0.631,1.03,3.7%,-6.8%,8.8%,5.2%,3.5%,6.5%
CC(/C=N/n1c(-c2cc(C)[nH]n2)n[nH]c1=S)=C\c1ccco1,nt,-15.7%,0.128,-0.169,0.251,0.228,nt,0.5%,nt,1.6%,10.2%,2.6%
CCOC(=O)c1cnc(SC)nc1Oc1cccc(NS(=O)(=O)c2ccc(C)cc2)c1,-5.2%,6.2%,-0.451,-0.278,0.0916,0.00893,-0.7%,1.4%,-1.9%,2.1%,-4.4%,0.0%
COc1cc(C(=O)c2c(C)c(CCC#N)n3ccccc23)cc(OC)c1OC,-6.6%,1.7%,-0.308,-0.329,0.101,0.129,1.6%,-2.8%,-18.9%,-2.4%,9.0%,11.4%
COc1ccccc1N1CCN(S(=O)(=O)c2ccc3nc(-c4ccccc4)[nH]c3c2)CC1,-4.0%,12.0%,1.72,-0.273,1.42,-0.379,-0.4%,3.5%,2.2%,1.1%,-24.4%,-0.4%
CC1(C)CC(NC(=O)c2ccncc2)CC(C)(C)N1O,-7.0%,-1.9%,-0.725,-0.219,0.214,0.456,-36.3%,-4.4%,-33.0%,-3.4%,5.7%,4.1%
C#CCOCCOCCOCCNc1nc(N2CCN(C(=O)[C@H]([C@@H](C)CC)n3cc([C@@H](N)Cc4ccc(O)cc4)nn3)CC2)nc(N2CCN(C(=O)[C@H](CCCCN)n3cc([C@@H](N)CO)nn3)CC2)n1,-1.9%,-10.9%,2.72,-0.0658,2.1,-2.21,-12.6%,-32.7%,-15.2%,-2.1%,-1.5%,-4.2%
NS(=O)(=O)c1ccc(CCNC(=O)CSc2nc3ccsc3c(=O)n2C2CC2)cc1,20.5%,-1.5%,0.382,0.127,0.831,-0.595,-18.4%,0.3%,-11.5%,2.0%,11.8%,5.5%
OCCC1CN(Cc2cn[nH]c2C2CCCCC2)CCN1C1CCCC1 (stereo unspecified),-14.2%,7.1%,-0.609,-0.319,-0.0413,0.802,16.0%,-8.6%,13.0%,1.2%,nt,nt
CN(Cc1ccccc1)C(NC(=O)c1ccco1)C(Cl)(Cl)Cl (stereo unspecified),0.2%,36.1%,-0.335,-0.237,-0.204,0.766,-2.1%,-6.4%,0.2%,8.6%,3.6%,4.9%
C#CCOCCOCCOCCNc1nc(N2CCN(C(=O)Cn3cc(CCCN=C(N)N)nn3)CC2)nc(N2CCN(C(=O)Cn3cc(CCCN=C(N)N)nn3)CC2)n1,-19.5%,-4.0%,-0.00105,-0.24,0.347,0.643,-42.5%,-3.8%,-28.1%,12.5%,22.7%,-2.2%
O=C(COC(=O)c1ccccc1O)Nc1ncc(Cl)cc1Cl,-2.3%,28.7%,0.103,-0.379,-0.467,0.903,-3.2%,-3.8%,-34.5%,2.7%,17.5%,6.0%
Cc1ccc(C(=O)NC(C#N)=C(Cl)Cl)cc1,11.1%,-11.7%,-4.25*,1.15*,-2.84*,-0.374*,-4.6%,-1.6%,-3.6%,-1.5%,5.9%,1.1%
CCOC(=O)N1CCN(c2cc(=O)n(-c3ccc(C)cc3)c(=O)[nH]2)CC1,1.2%,-10.8%,-0.331,-0.302,-0.425,-0.207,6.5%,-2.2%,-0.2%,23.3%,2.1%,1.8%
O=C(O)c1cc(Cl)c(Cl)cc1C(=O)Nc1cccc2cccnc12,-6.2%,14.6%,0.157,-0.232,0.159,0.179,46.0%,-12.3%,10.4%,i,12.9%,-1.6%
O=C(Cc1ccccc1[N+](=O)[O-])Nc1ccc2c(c1)OCO2,-4.5%,-5.4%,0.413,0.158,0.395,-0.312,0.0%,-4.3%,-4.7%,6.6%,-0.5%,-4.1%
COc1ccc(N2CCN(C(=O)C34CCC(C)(C(=O)C3)C4(C)C)CC2)cc1 (stereo unspecified),-5.2%,5.9%,-0.158,-0.197,-0.254,0.0865,-6.2%,-11.1%,-1.6%,5.7%,12.5%,-1.8%
CNC(=S)SCCOc1ccc(C)cc1,-7.7%,-9.7%,0.164,-0.213,-0.00866,-0.187,6.4%,-6.2%,14.4%,4.6%,-5.8%,-1.7%
COc1ccc2c(c1OC)C(=O)OC2Nc1ccc(S(=O)(=O)N=C(N)N)cc1 (stereo unspecified),nt,-2.9%,-0.368,-0.233,0.237,0.856,nt,-1.9%,nt,17.0%,27.6%,-1.6%
C=CCNC(=O)c1cc2c(C(F)(F)F)nn(C)c2s1,-6.1%,0.5%,0.75,0.0154,0.0794,-0.326,1.1%,-5.4%,4.4%,-5.5%,-0.3%,-4.7%
O=C(c1ccc2c(c1)OCO2)N(Cc1ccco1)C1(C(=O)NC2CCCCC2)CCCCC1,-7.4%,5.2%,2.53,-0.245,1.47,-1.01,-3.5%,4.9%,-6.4%,-0.6%,1.9%,4.8%
CN1CCN(C(=O)c2cc(Cl)ccc2Cl)CC1,-4.6%,0.8%,-0.408,-0.211,-0.122,0.637,-4.8%,-7.4%,-6.4%,-2.4%,1.6%,8.9%
COCCSc1ccccc1C(=O)N1CCN(Cc2ccccc2)CC1,-2.6%,?,-0.203,-0.251,0.0535,0.212,1.1%,-7.7%,7.7%,5.5%,0.2%,2.8%
O=C(NCc1ccncc1)/C(=N/O)c1ccccc1,-4.4%,7.1%,0.712,-0.258,0.73,0.00893,0.7%,-14.4%,1.3%,0.8%,13.9%,3.4%
CCc1nnc(NC(=O)CCN2C(=O)c3ccccc3C2=O)s1,-5.5%,3.1%,-0.404,-0.301,-0.302,0.435,2.8%,-1.8%,2.9%,-6.9%,6.3%,0.0%
C=CCC1c2cccc(C(=O)OC)c2C(=O)N1c1ccccc1 (stereo unspecified),-0.7%,-6.5%,3.15,0.0181,1.98,-2.26,-0.3%,-4.4%,3.7%,-0.9%,12.7%,-0.8%

# A portion from the list above:
SMILES,XIAP displacement,AID2073,Dynein cargo inh,Dynein cargo inh cytoplasmic EGFP,Dynein cargo inh nuclear GR-EGFP,Dynein cargo inh cell count,PMI inhibition,LYP inhibition,PMI inhibitors,SIAH1 antagonists,P. falciparum M17LAP,P. falciparum M1AAP
CCc1nnc(NC(=O)CCN2C(=O)c3ccccc3C2=O)s1,-5.5%,3.1%,-0.404,-0.301,-0.302,0.435,2.8%,-1.8%,2.9%,-6.9%,6.3%,0.0%
C=CCC1c2cccc(C(=O)OC)c2C(=O)N1c1ccccc1 (stereo unspecified),-0.7%,-6.5%,3.15,0.0181,1.98,-2.26,-0.3%,-4.4%,3.7%,-0.9%,12.7%,-0.8%
